Compound activity: PubChem, several laboratories
CHRM5 PAM – human M5 muscarinic receptor positive allosteric modulators, primary screen, CHO-K1 cells, Fluo-8 calcium fluorescence | Muscarinic acetylcholine receptor M5 (Homo sapiens), P08912 | AID 624038, 2012 | actives 0.3% (n = 360,000) | activation, % at 3 µM | CHO-K1 hM5, ACh EC20 PAM; 0% = ACh EC20, 100% = ACh EC100;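 active = activation above the run cutoff, the mean activation of all test compounds plus 3 SD, cut at about 18% in these data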
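Measured by: Fluo-8 calcium fluorescence; material: human M5 receptor in CHO-K1 cells; schedule: Post-acetylcholine fluorescence recording 140 s; benchmarks: low control EC20 acetylcholine (0%), high control EC100 acetylcholine (100%); read-out: Max/basal fluorescence ratio as % of EC20–EC100 ACh window; compound: single dose, 3 µM nominal final test concentration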
M5 ag – human M5 muscarinic receptor agonists, primary screen, CHO-K1 cells, Fluo-8 calcium fluorescence; Muscarinic acetylcholine receptor M5 (Homo sapiens), P08912; CHO-K1 hM5 cells; 0% DMSO wells, 100% maximal acetylcholine response; activation, % at 3 µM; actives 0.19% (n = 360,000); AID 624037, 2012;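 active = activation above the run's mean over test compounds plus 3 SD, cut at about 23% in these data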;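 also: signal is peak over basal fluorescence ratio across the kinetic read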
M4 ag – human M4 muscarinic receptor agonists, primary screen, CHO-K1 cells, Fluo-8 calcium fluorescence; actives 0.14% (n = 360,000); Muscarinic acetylcholine receptor M4 (Homo sapiens), P08173; CHO-K1 hM4/Gqi5; vehicle 0%, full acetylcholine response 100%; activation, % at 3 µM;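 active = activation above the run mean over all test wells plus 3 SD, cut at about 32% in these data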;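 also: peak over basal fluorescence ratio per well then scaled between controls; 0% = DMSO wells and 100% = acetylcholine at EC100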
Target sequence (P08173 whole entry, looked up): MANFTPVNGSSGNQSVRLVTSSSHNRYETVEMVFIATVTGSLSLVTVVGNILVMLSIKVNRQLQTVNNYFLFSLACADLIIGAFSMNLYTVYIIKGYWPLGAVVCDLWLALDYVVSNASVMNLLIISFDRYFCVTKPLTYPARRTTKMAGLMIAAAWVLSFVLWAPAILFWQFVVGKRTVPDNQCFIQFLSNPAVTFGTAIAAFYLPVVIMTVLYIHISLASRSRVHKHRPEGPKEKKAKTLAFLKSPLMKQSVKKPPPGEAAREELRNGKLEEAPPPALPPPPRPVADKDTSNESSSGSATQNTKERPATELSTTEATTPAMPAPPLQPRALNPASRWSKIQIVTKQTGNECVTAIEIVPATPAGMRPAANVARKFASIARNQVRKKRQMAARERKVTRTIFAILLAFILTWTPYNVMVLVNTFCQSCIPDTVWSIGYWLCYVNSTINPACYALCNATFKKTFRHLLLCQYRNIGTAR
CHRM4 antagonist – human M4 muscarinic receptor antagonists, primary screen, CHO cells, Fluo-8 calcium fluorescence; Muscarinic acetylcholine receptor M4 (Homo sapiens), P08173; CHO-hM4 cells, ACh EC80; inhibition, % at 3 µM; actives 0.73% (n = 360,000);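 active = inhibition above its plate's cutoff, the mean inhibition of sample wells plus 3 SD, cut at about 27% in these data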;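 also: 0% = acetylcholine EC80 with DMSO and 100% = DMSO without agonist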
CHRM5 antagonist – human M5 muscarinic receptor antagonists, primary screen, CHO cells, Fluo-8 calcium fluorescence. CHO-hM5 cells, ACh EC80. inhibition, % at 3 µM. actives 0.59% (n = 360,000). AID 624040, 2012;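 active = inhibition above a per-plate cutoff, the mean of that plate's test compounds plus 3 SD, cut at about 27% in these data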;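 also: 0% = acetylcholine EC80 with DMSO and 100% = DMSO without agonist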
M1 antag – human M1 muscarinic receptor antagonists, primary screen, CHO-K1 cells, Fluo-8 calcium fluorescence, 1536-well; Muscarinic acetylcholine receptor M1 (Homo sapiens), P11229; CHO-K1 hM1, ACh EC80 antagonist; inhibition, % at 3 µM; actives 1.3% (n = 360,000); AID 588852, 2011;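 active = percent inhibition above its own plate's cutoff, namely the mean of that plate's compound wells plus 3 SD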;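 also: peak over basal fluorescence ratio during 140 s after agonist addition; 0% = ACh EC80 plus DMSO and 100% = DMSO alone without agonist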
Target sequence (P11229 whole entry, looked up): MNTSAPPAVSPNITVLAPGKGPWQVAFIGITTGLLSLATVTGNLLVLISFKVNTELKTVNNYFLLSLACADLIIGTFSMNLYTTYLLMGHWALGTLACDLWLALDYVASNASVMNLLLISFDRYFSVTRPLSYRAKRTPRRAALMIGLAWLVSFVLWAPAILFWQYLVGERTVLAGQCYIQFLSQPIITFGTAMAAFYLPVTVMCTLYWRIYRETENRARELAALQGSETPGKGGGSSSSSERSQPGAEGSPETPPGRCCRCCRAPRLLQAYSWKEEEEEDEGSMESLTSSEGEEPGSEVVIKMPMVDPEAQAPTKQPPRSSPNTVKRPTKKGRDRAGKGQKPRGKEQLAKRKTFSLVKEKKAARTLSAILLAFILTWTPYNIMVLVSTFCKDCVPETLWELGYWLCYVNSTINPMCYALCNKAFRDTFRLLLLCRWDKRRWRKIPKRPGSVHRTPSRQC
CRFBP-R2 agonist – agonists of CRF-BP/CRF-R2 complex, primary screen, cell-based, HEK293, calcium dye fluorescence, uHTS; AID 588473, 2011; CRF-binding protein / CRF receptor 2 complex (human); activation, % at 13.2 µM; calcium dye fluorescence (FLIPR); percent of saturating CRF peptide response; actives 0.46% (n = 350,000);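 active = activation of at least 50%, plus an integration ratio under a set limit after plate pattern correction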;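 also: plate controls were neutral control wells without compound for no effect and CRF at EC100 for full effect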
M1 PAM – human M1 muscarinic receptor positive allosteric modulators, primary screen, CHO-K1 cells, Fluo-8 calcium fluorescence, 1536-well; actives 0.088% (n = 360,000); activation, % at 3 µM; CHO-K1 hM1, ACh EC20; 0% = ACh EC20, 100% = maximal ACh; Muscarinic acetylcholine receptor M1 (Homo sapiens), P11229; AID 588819, 2011; in the data active = activation above about 19%, passing the limit was not always enough
M4 PAM – human M4 muscarinic receptor positive allosteric modulators, primary screen, CHO-K1 cells, Fluo-8 calcium fluorescence | actives 0.4% (n = 360,000) | activation, % at 3 µM | CHO-K1 hM4/Gqi5, ACh EC20; 0% = ACh EC20, 100% = maximal ACh | Muscarinic acetylcholine receptor M4 (Homo sapiens), P08173;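 active = activation above its plate's cutoff, the mean activation of sample wells plus 3 SD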; also: some results filed as inactive read as strong as hits
* = called active by the depositor.

For COC(=O)c1ccc(OC(=O)CS(=O)c2ccccc2[N+](=O)[O-])cc1 (stereo not drawn) the results were CHRM5 PAM -4, M5 ag 2, M4 ag 1, CHRM4 antagonist 4, CHRM5 antagonist 2, M1 antag 2, CRFBP-R2 agonist 0.6, M1 PAM -6 and M4 PAM 4.
Screening CC(C)(C)c1ccc(C(=O)N2CCC(C(=O)c3ccccc3)CC2)cc1 returned CHRM5 PAM -7, M5 ag -5, M4 ag 3, CHRM4 antagonist 12, CHRM5 antagonist 15, M1 antag -2, CRFBP-R2 agonist -2.7, M1 PAM -8 and M4 PAM -13.
For Cc1ccc(C)c(C(C)NC(=O)c2ccncc2)c1 (stereo not drawn) the results were CHRM5 PAM -4, M5 ag 0, M4 ag 2, CHRM4 antagonist -4, CHRM5 antagonist 16, M1 antag -11, CRFBP-R2 agonist 1.2, M1 PAM 9 and M4 PAM 4.
Screening CCC(C)NC(=O)CNC(=O)c1nn(-c2ccc(OC)c(Cl)c2)c(=O)c2ccccc12 (stereo not drawn) returned CHRM5 PAM -9, M5 ag 6, M4 ag 12, CHRM4 antagonist -2, CHRM5 antagonist 1, M1 antag 3, CRFBP-R2 agonist -1.8, M1 PAM -4 and M4 PAM -10.
Screening CC(=O)CC(=O)NC1CCc2ccccc21 (stereo not drawn) returned CHRM5 PAM -2, M5 ag -1, M4 ag 0, CHRM4 antagonist -12, CHRM5 antagonist 8, M1 antag -7, CRFBP-R2 agonist 6.4, M1 PAM 1 and M4 PAM -3.
For Cc1nn(Cc2ccccc2)c(Cl)c1/C=C/C(=O)OC(C(=O)NC(N)=O)C(C)C (stereo not drawn) the results were CHRM5 PAM 6, M5 ag 2, M4 ag 0, CHRM4 antagonist -6, CHRM5 antagonist 4, M1 antag 15, CRFBP-R2 agonist 14, M1 PAM -17 and M4 PAM 2.
For Cc1ccc(N=c2c([N+](=O)[O-])nn(-c3ccc(Cl)cc3)n2O)cc1C the results were CHRM5 PAM 7, M5 ag 1, M4 ag 0, CHRM4 antagonist 0, CHRM5 antagonist -5, M1 antag -3, CRFBP-R2 agonist 0.0, M1 PAM 7 and M4 PAM 17.
Cc1ccccc1NC(=O)Cn1c(C)nc2ccc(NC(=O)C3CC3)cc2c1=O was read as CHRM5 PAM -2, M5 ag 2, M4 ag 1, CHRM4 antagonist 6, CHRM5 antagonist -1, M1 antag -8, CRFBP-R2 agonist -1.6, M1 PAM 5 and M4 PAM 2.
`Cc1ccc(-n2nnc(-c3cnc4ccccc4c3)n2)cc1` gave CHRM5 PAM 3, M5 ag 2, M4 ag 2, CHRM4 antagonist 15, CHRM5 antagonist -3, M1 antag -1, CRFBP-R2 agonist -0.5, M1 PAM 3 and M4 PAM 3.
O=C(c1ccc2c(c1)N(Cc1ccccc1)CCS2)N1CCOCC1 was read as CHRM5 PAM -2, M5 ag -3, M4 ag 2, CHRM4 antagonist 7, CHRM5 antagonist 18, M1 antag -7, CRFBP-R2 agonist 0.6, M1 PAM 6 and M4 PAM -2.

The final 3 compounds of the section before lead into the next.
Cc1ccccc1NC(=O)Cn1c(C)nc2ccc(NC(=O)C3CC3)cc2c1=O was read as CHRM5 PAM -2, M5 ag 2, M4 ag 1, CHRM4 antagonist 6, CHRM5 antagonist -1, M1 antag -8, CRFBP-R2 agonist -1.6, M1 PAM 5 and M4 PAM 2.
`Cc1ccc(-n2nnc(-c3cnc4ccccc4c3)n2)cc1` gave CHRM5 PAM 3, M5 ag 2, M4 ag 2, CHRM4 antagonist 15, CHRM5 antagonist -3, M1 antag -1, CRFBP-R2 agonist -0.5, M1 PAM 3 and M4 PAM 3.
O=C(c1ccc2c(c1)N(Cc1ccccc1)CCS2)N1CCOCC1 was read as CHRM5 PAM -2, M5 ag -3, M4 ag 2, CHRM4 antagonist 7, CHRM5 antagonist 18, M1 antag -7, CRFBP-R2 agonist 0.6, M1 PAM 6 and M4 PAM -2.
`CCC(C(=O)N1CCOCC1)n1c2ccccc2c2nc(=O)cc(C)n21` (stereo not drawn) gave CHRM5 PAM 3, M5 ag -3, M4 ag 1, CHRM4 antagonist -12, CHRM5 antagonist -2, M1 antag -7, CRFBP-R2 agonist -0.3, M1 PAM 9 and M4 PAM 6.
COc1cccc(-c2noc(-c3cccs3)n2)c1 was read as CHRM5 PAM 0, M5 ag -2, M4 ag 0, CHRM4 antagonist -3, CHRM5 antagonist -2, M1 antag -8, CRFBP-R2 agonist -0.2, M1 PAM 6 and M4 PAM 7.
For Nc1ccc2nc(C(F)(F)F)[nH]c2c1 the results were CHRM5 PAM -5, M5 ag -3, M4 ag 1, CHRM4 antagonist 0, CHRM5 antagonist 11, M1 antag 4, CRFBP-R2 agonist -0.2, M1 PAM 6 and M4 PAM 5.
`C=CCN(c1ccccc1)S(=O)(=O)c1ccc(Cl)c(C(=O)OCC(=O)NCCCN2CCCC2=O)c1` gave CHRM5 PAM 11, M5 ag -2, M4 ag 1, CHRM4 antagonist 7, CHRM5 antagonist -2, M1 antag -15, CRFBP-R2 agonist 0.1, M1 PAM 11 and M4 PAM -2.
Cc1ccc(-n2nnnc2SCC(=O)N2Cc3ccccc3CC2C(=O)O)cc1 (stereo not drawn) was read as CHRM5 PAM 4, M5 ag 2, M4 ag 0, CHRM4 antagonist -1, CHRM5 antagonist -7, M1 antag -6, CRFBP-R2 agonist -0.9, M1 PAM 3 and M4 PAM 9.
CCOC(=O)c1nnn(-c2ccc([N+](=O)[O-])cc2[N+](=O)[O-])c1C was read as CHRM5 PAM 1, M5 ag 0, M4 ag 1, CHRM4 antagonist -1, CHRM5 antagonist 7, M1 antag 1, CRFBP-R2 agonist -0.4, M1 PAM 6 and M4 PAM 4.
C/C(N)=C(/C#N)C(=O)CSc1nc2ccccc2c(=O)n1CCCO was read as CHRM5 PAM 3, M5 ag -1, M4 ag 2, CHRM4 antagonist -4, CHRM5 antagonist -3, M1 antag 13, CRFBP-R2 agonist -1.5, M1 PAM -8 and M4 PAM -5.
Screening Cc1noc(C)c1S(=O)(=O)NC(=O)C1(C)CCN1C(=O)c1ccccc1CCc1ccccc1 (stereo not drawn) returned CHRM5 PAM 2, M5 ag 0, M4 ag 1, CHRM4 antagonist 5, CHRM5 antagonist -7, M1 antag -19, M1 PAM 4 and M4 PAM -2.
Screening Cc1nc(CN2C(=O)C3(CCC3)ON=C2c2cccc(Cl)c2)cs1 returned CHRM5 PAM 0, M5 ag -4, M4 ag 0, CHRM4 antagonist 7, CHRM5 antagonist -2, M1 antag -7, M1 PAM 3 and M4 PAM -2.
CC1CN(CCOc2cccc(Oc3ccccc3)c2)CC(C)O1 (stereo not drawn) was read as CHRM5 PAM -3, M5 ag -4, M4 ag 0, CHRM4 antagonist -7, CHRM5 antagonist 5, M1 antag -14, CRFBP-R2 agonist 0.4, M1 PAM 1 and M4 PAM -1.
Screening CC1(C(=O)NS(=O)(=O)c2ccc(C#N)cc2)CCN1C(=O)c1ccccc1CCc1ccccc1 (stereo not drawn) returned CHRM5 PAM 1, M5 ag 1, M4 ag 0, CHRM4 antagonist -1, CHRM5 antagonist 2, M1 antag 7, M1 PAM -3 and M4 PAM -4.
O=C(O)CCn1c(-c2ccccc2)cc2c1CCCC2=O was read as CHRM5 PAM -1, M5 ag 1, M4 ag 0, CHRM4 antagonist -3, CHRM5 antagonist -1, M1 antag 5, CRFBP-R2 agonist 1.9, M1 PAM -3 and M4 PAM -4.
For CCN1CCN(S(=O)(=O)c2ccc(C(C)(C)C)cc2)CC1 the results were CHRM5 PAM 2, M5 ag -6, M4 ag 0, CHRM4 antagonist 9, CHRM5 antagonist 4, M1 antag -18, CRFBP-R2 agonist -1.0, M1 PAM 4 and M4 PAM -7.
`CCCN(CCC)S(=O)(=O)c1ccc(C(=O)N2CCC(=O)c3ccccc32)cc1` gave CHRM5 PAM -11, M5 ag -2, M4 ag 11, CHRM4 antagonist 5, CHRM5 antagonist 19, M1 antag 18, CRFBP-R2 agonist 0.2, M1 PAM -9 and M4 PAM -15.
`C=CCNc1nc(Nc2ccccc2F)nc(OCC)n1` gave CHRM5 PAM 1, M5 ag -3, M4 ag -1, CHRM4 antagonist 2, CHRM5 antagonist 3, M1 antag 7, CRFBP-R2 agonist 0.1, M1 PAM 10 and M4 PAM 3.
COc1ccc(-n2c(SCC(=O)Nc3ccc(C)cc3)nc(O)c(Cc3ccccc3)c2=O)cc1 was read as CHRM5 PAM -4, M5 ag -2, M4 ag 0, CHRM4 antagonist -3, CHRM5 antagonist -4, M1 antag 9, CRFBP-R2 agonist 1.5, M1 PAM -1 and M4 PAM 1.
Screening CCOc1ccccc1N1CC(C(=O)Nc2c(C)n(C)n(-c3ccccc3)c2=O)CC1=O (stereo not drawn) returned CHRM5 PAM 3, M5 ag -2, M4 ag 1, CHRM4 antagonist -3, CHRM5 antagonist -1, M1 antag 0, CRFBP-R2 agonist 0.6, M1 PAM 6 and M4 PAM 2.
For COC(=O)C1=C(NC(=O)c2ccc(C)c(C)c2)CCS1 the results were CHRM5 PAM 2, M5 ag -2, M4 ag 0, CHRM4 antagonist 2, CHRM5 antagonist -1, M1 antag -1, CRFBP-R2 agonist -0.1, M1 PAM 3 and M4 PAM 18.
`CCC(C(=O)Nc1c2c(nn1C(C)(C)C)CS(=O)(=O)C2)c1ccccc1` (stereo not drawn) gave CHRM5 PAM -3, M5 ag -2, M4 ag 0, CHRM4 antagonist 7, CHRM5 antagonist 20, M1 antag 14, CRFBP-R2 agonist -0.3, M1 PAM -8 and M4 PAM -7.
`NC(=O)c1ccsc1NC(=O)CN1C(=O)NC2(CCCCC2)C1=O` gave CHRM5 PAM 3, M5 ag 3, M4 ag 1, CHRM4 antagonist -4, CHRM5 antagonist 3, M1 antag 1, CRFBP-R2 agonist -1.1, M1 PAM 12 and M4 PAM 7.
COc1cc(-c2cc(C(=O)Nc3ccc(S(=O)(=O)NCc4ccco4)cc3)c3ccccc3n2)cc(OC)c1OC was read as CHRM5 PAM -15, M5 ag 2, M4 ag 18, CHRM4 antagonist 46*, CHRM5 antagonist 21, M1 antag 28, CRFBP-R2 agonist -2.0, M1 PAM -7 and M4 PAM -25.
For O=C(COC(=O)C1CC(=O)N(Cc2ccccc2)C1)c1ccc(Br)cc1 (stereo not drawn) the results were CHRM5 PAM -6, M5 ag -3, M4 ag 3, CHRM4 antagonist 1, CHRM5 antagonist 4, M1 antag 3, CRFBP-R2 agonist -4.4, M1 PAM 2 and M4 PAM 4.
